Lipid storage S3: qHTS Assay for Lipid Storage Modulators in Drosophila S3 Cells; Drosophila S3 cells, BODIPY lipid droplet fluorescence, 18-24 h; cells fed with added oleic acid; Potency in µM for hits, for the others lipid storage change, negative = inhibition, % at the top dose, mostly 46.1 µM; 0.64% of 320,000 active; AID 2685; active means well fitted inhibition curve with a large enough effect in the signal ratio, with a control signal flat, not every such curve was filed as active; inconclusive means small, poorly fitted or top-dose-only effect, or effect the other way, or a change in a side signal; the % refers to the signal ratio
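Drosophila S3 cells got compounds at several concentrations plus oleic acid (400 uM solution). Laser-scanning cytometry with 488 nm excitation read lipid droplets at 500-530 nm and cells at 575-640 nm. Percent activity was relative to 20 uM Triacsin C.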
Lipid storage S3 cell count max: second read-out of Lipid storage S3, no call of its own (marks repeat the call); cell number change, %; measured here: cell count max response;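 cells counted by Cell Tracker Red CMTPX staining in the red channel; peak over a dose series mostly up to 46.1 µM; percent activity relative to internal control wells on each plate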
An asterisk follows results filed as active; i = inactive; ? = inconclusive; · = no result given. On the % scale 0 is the no-effect control and ±100 the full control effect; potency means the concentration at half of the fitted maximal effect. The list is partial, so the mix of outcomes need not match the whole.

Lipid storage S3 cell count max,Lipid storage S3,SMILES
7,-7%,COC(=O)Cc1[nH]c(=O)[nH]c1C(=O)OC
20,15%,O=C(Nc1ccc(Cl)cc1)N1N=CCC1c1ccccc1 (configuration not stated)
1,-1%,COc1ccc(NC(=O)CCN2CCCC2)c(OC)c1
·,?,COc1ccc(C(CNC(=O)c2ccc(Cl)c(S(=O)(=O)N3CCCC3)c2)N2CCCC2)cc1 (configuration not stated)
·,?,CSCC(C)N1CCC(Oc2cccc(C(=O)NCc3ccccn3)c2)CC1 (configuration not stated)
-5,22%,COC(=O)c1ccc(CSCC(=O)Nc2cc(OC)cc(OC)c2)o1
7,-12%,CN1CCN(S(=O)(=O)c2cccc(C(=O)NCCOc3ccccc3F)c2)CC1
22,-4%,O=C(NCCOc1ccccc1Cl)C(=O)Nc1ccccc1
·,6%,Cc1ccc(S(=O)(=O)C2(C(=O)N3CCN(c4cc(C)ccc4C)CC3)CC2)cc1
·,?,Fc1ccc(/C=N/NC(=S)Nc2cccnc2)cc1
-6,22%,C=CCC(=O)N1CCCC(CNC(=O)c2ccc(-c3ccccc3)cc2)C1 (configuration not stated)
·,?,O=C(O)c1cc2c(ccc3ccccc32)[nH]1
·,?,COc1ccc(-c2cc(C3CCNCC3)[nH]n2)cc1
4,1%,N#Cc1c(SCC(=O)Nc2ccccc2)nsc1SCC(=O)Nc1ccccc1
9,-5%,Cc1cccc(OCCCC(=O)Nc2ccc(N3CCCCC3)cc2)c1C
·,?,COc1ccc(C2C(C(C)=O)=C(C)N=c3s/c(=C\c4cc(C)n(C)c4C)c(=O)n32)c(OC)c1 (configuration not stated)
·,?,COc1cc(C=O)ccc1OCCOCCOc1ccc(Cl)cc1
·,?,Cc1ccc(S(=O)(=O)N(C)C)cc1NC(=O)CCc1c[nH]c2ccccc12
·,?,CCOC(=O)c1c(NC(=O)c2ccc(Cl)s2)sc(C)c1C
-15,-7%,CCC(NC(=O)C1CCCC1)c1ccc(C)cc1 (configuration not stated)

Continued.
Lipid storage S3 cell count max,Lipid storage S3,SMILES
2,-2%,O=C(Oc1ccc2c(c1)OCO2)c1ccc(Br)c(S(=O)(=O)N2CCOCC2)c1
-2,-6%,O=C(CC(c1ccccc1O)N1CCCCC1)N1CCCCC1 (configuration not stated)
·,i,Cc1[nH]c(=O)[nH]c(=O)c1S(=O)(=O)Nc1ccc(F)c(Cl)c1
·,?,NCC12CC3CC(CC(O)(C3)C1)C2
1,-5%,N#C/C(=N\Nc1ccc(F)cc1)C(=N)N1CCCCCC1
-7,-15%,O=C(CCNC(=O)C1CCN(S(=O)(=O)c2ccccc2)CC1)NC1CC1
·,?,CCOc1ccc2[nH]c(=O)c(CN(CCOC)C(=O)N3CCOCC3)cc2c1
·,?,COc1ccc(S(=O)(=O)N2CCC(C(=O)N3CCc4ccccc4C3)CC2)cc1C
·,?,Nc1nnc(SCC(=O)c2ccc3ccccc3c2)s1
-2,4%,Cc1ccccc1NC(=O)CN1C(=S)NC(C)(C)CC1C (configuration not stated)
·,?,COC(=O)CSc1nc2cc3c(cc2cc1C#N)OCO3
·,?,O=C(OC1CCCCC1=O)c1cccc(S(=O)(=O)N2CCCCC2)c1 (configuration not stated)
-8,-17%,CC(C)c1ccccc1-n1c(SCC(=O)N2CCN(c3ccccc3)CC2)nnc1-c1cccnc1
5,1%,NC(=O)CN(Cc1ccccc1)S(=O)(=O)c1ccc2c(c1)OCCO2
·,?,CC(C)C(=O)N=c1sc2cc(F)cc(F)c2n1C
-3,-3%,Cc1ccc2c(c1)CCCN2C(=O)CCc1nc2ccccc2c(=O)[nH]1
·,?,O=C(CCSc1nnc(-c2ccccc2)o1)N1CCOCC1
·,?,Cc1ccoc1C(=O)Nc1ccc(CC(=O)O)cc1
·,i,CCOC(=O)C1=C(C)NC(=O)NC1c1cccnc1 (configuration not stated)
·,?,CCCC1CCC(C(=O)n2nc(N)c3cc4ccc(OC)cc4nc32)CC1 (configuration not stated)

The list continues:
Lipid storage S3 cell count max,Lipid storage S3,SMILES
·,10%,Cc1ccc(C)c(NC(=O)C2(C)CC3c4ccccc4C2c2ccccc23)c1 (configuration not stated)
4,12%,CC1CCCCC1NC(=O)c1cc2c(s1)CS(=O)(=O)C2 (configuration not stated)
-9,-17%,CC(CN(C)Cc1ccccc1)OC(=O)c1ccccc1F (configuration not stated)
17,i,Cc1cccc(NC(=O)CSc2nnc(CCCCCNC(=O)OC(C)(C)C)o2)c1C
·,?,O=C(NN=C1c2ccccc2-c2ccccc21)c1ccccn1
·,24%,CC(=O)c1ccc(OCCCC(=O)NC(C)c2ccc(S(N)(=O)=O)cc2)cc1 (configuration not stated)
·,?,CC1CCCC(NC(=O)COC(=O)c2ccc3ccccc3n2)C1C (configuration not stated)
·,i,COCCN(C(=O)Cc1cccs1)C(C(=O)NCc1ccc(OC)cc1)c1ccccc1 (configuration not stated)
-12,-2%,CCOC(=O)C(CCCOc1ccc(C)cc1)C(=O)OCC
·,?,CC(C)(C)NC(=O)C(OC(=O)Cn1nnc(-c2ccc(F)cc2)n1)c1ccncc1 (configuration not stated)
·,?,O=C(c1cc(Cl)ccc1Cl)N1CCc2ccccc21
13,4%,CC(NCc1ccc([N+](=O)[O-])cc1)C1COc2ccccc2O1 (configuration not stated)
·,?,Cc1cc(=O)n2ncnc2n1COCCO
-15,-8%,COc1cccc(C(=O)OCCCN(C)C)c1
1,11%,Cc1cc(NC(=O)NC(=O)c2ccccc2F)no1
·,?,COc1ccc(C2NN=C(c3c[nH]c4ccccc34)C2O)cc1 (configuration not stated)
-17,i,O=C(c1cc(F)ccc1F)C1CCCN(C(=O)c2ccc(F)cc2Cl)C1 (configuration not stated)
20,15%,COc1cc(/C=C2/C(=O)N(c3ccccc3)N=C2C)ccc1OS(=O)(=O)c1ccccc1
-10,i,COc1oc(-c2ccccc2)nc1C(F)(F)F
·,?,CC(C)C(NC(=O)c1ccco1)C(=O)OCC(=O)c1ccccc1 (configuration not stated)

Other compounds follow:
Lipid storage S3 cell count max,Lipid storage S3,SMILES
1,-1%,COc1cc(CC(=O)NNC(=O)c2cc(C)oc2C)cc(OC)c1OC
7,-1%,O=C(CN1CCN(CCN2C(=O)c3cccc4cccc(c34)C2=O)CC1)c1ccc(Cl)cc1
·,?,CCC(c1nnc(SCC(=O)Nc2ccc(C(N)=O)cc2)n1Cc1ccccc1)N(C)C (configuration not stated)
18,i,COc1ccc(S(=O)(=O)NCC2CCCN(Cc3cccc(C(C)=O)c3)C2)cc1 (configuration not stated)
15,3%,COC(=O)C1=C(SC)N(c2ccc(OC)cc2)C(c2ccccc2)CC1=O (configuration not stated)
-1,-5%,CCC(C)N1CCCC1C(=O)Nc1c(C)cc(C)cc1C (configuration not stated)
10,23%,O=C(NCCOc1cccc2cccnc12)c1cccs1
·,?,C/C(=N\NC(=O)c1ccc(F)cc1)c1ccc(NC(=O)Cc2ccccc2)cc1
·,?,COC(=O)c1cccc(Nc2ncnc3sccc23)c1
·,?,COc1cc(-c2noc(C)c2C(=O)NCCO)cc(OC)c1OC
·,?,CCN1CCN(Cc2nc3c(c(=O)n(C)c(=O)n3C)n2C(C)C(C)=O)CC1 (configuration not stated)
-1,i,CC1(C)CC(=O)C=C(Nc2ccc(O)c(C(=O)O)c2)C1
·,i,Cc1cccc(-c2nc(CN3CCCC(C(=O)NC4CCCC4)C3)c(C)o2)c1 (configuration not stated)
·,?,CCCc1cc(=O)oc2c(C)c(OCC(=O)Nc3cccnc3)ccc12
-1,-2%,COc1ccccc1Oc1cc(F)nc(N)n1
·,i,CS(=O)(=O)N(CC(=O)NC1CCCCC1)Cc1ccc(Cl)cc1
0,-16%,CC(C)(CC(=O)O)CC(=O)NCc1c(Cl)cccc1Oc1ccccc1
2,14%,O=C(/C=C\c1ccccc1)Nc1ccc(NC(=O)c2ccco2)cc1
·,?,O=C(O)CCCN1C(=O)C(=O)/C(=C(/O)c2ccccc2)C1/C=C/c1ccccc1 (configuration not stated)
·,?,O=C(c1cc(F)ccc1F)N1CCC(N2CCC(C(=O)N3CCCC3)CC2)CC1

Additional compounds:
Lipid storage S3 cell count max,Lipid storage S3,SMILES
7,10%,COc1ccccc1NC(=O)CN1CCSc2ccccc21
·,?,CCN1c2ccccc2-c2nc3ccccc3n2C1c1cccs1 (configuration not stated)
2,8%,CC(NC(=O)Cc1cccs1)C(c1cccs1)N1CCOCC1 (configuration not stated)
5,i,O=C(Cc1ccc(Br)cc1)NC1CCN(Cc2ccccc2)CC1
6,12%,O=CN1CCN(C(=S)Nc2ccc(OC(F)F)cc2)CC1
·,?,COc1cc(O)c(CCC(=O)c2cc(OC)c(OC)c(OC)c2)c(OC)c1
·,?,CC(C)(C)c1cc(NC(=O)c2ccco2)n(-c2ccccc2)n1
22,-3%,Nc1cccc(Oc2ccc([N+](=O)[O-])cc2)c1
·,?,COc1ccc(NC(=O)CSc2nncn2C)cc1
·,?,CCCCC(=O)Nc1cccc(NC(=O)c2cccc([N+](=O)[O-])c2)c1
-19,7%,CCOC(=O)[C@H]1[C@H]2COc3cc(OC)ccc3[C@@H]2N2C(=O)c3cc(F)ccc3NC(=O)[C@@]12C
·,i,O=C(O)c1ccc(C(=O)O)c(C(=O)c2ccccc2)c1
·,?,CC(C)(C)NC(=O)C1CCN(S(=O)(=O)c2cccc3nsnc23)CC1
·,?,COc1ccc(C2NC(=O)NC(C)=C2C(=O)Nc2cc(C)ccc2C)cc1OC (configuration not stated)
1,-5%,CN(C)S(=O)(=O)N1CCC(Oc2ccc(C(=O)NCC(C)(C)CO)cc2)CC1
·,?,Cc1ccc(CNc2c(C=O)c(=O)[nH]c3ccccc23)cc1
·,?,COc1ccc(C)cc1NC(=O)CSc1ccc(-c2sc(C)nc2C)nn1
·,2%,CC(c1nc2ccccc2c(=O)[nH]1)N1CCOCC1 (configuration not stated)
·,?,Cc1cc(C)c(NC(=O)/C(=C/c2ccccc2)c2ccccc2)c(C)c1
·,?,CC1=CSC2=NC(=O)/C(=C\c3cccn3-c3ccc([N+](=O)[O-])cc3)C(=N)N12

Arranged by length of the SMILES (falling): part of the list above.
Lipid storage S3 cell count max,Lipid storage S3,SMILES
-19,7%,CCOC(=O)[C@H]1[C@H]2COc3cc(OC)ccc3[C@@H]2N2C(=O)c3cc(F)ccc3NC(=O)[C@@]12C
·,?,CC1=CSC2=NC(=O)/C(=C\c3cccn3-c3ccc([N+](=O)[O-])cc3)C(=N)N12
·,?,O=C(O)CCCN1C(=O)C(=O)/C(=C(/O)c2ccccc2)C1/C=C/c1ccccc1 (configuration not stated)
1,-5%,CN(C)S(=O)(=O)N1CCC(Oc2ccc(C(=O)NCC(C)(C)CO)cc2)CC1
·,?,O=C(c1cc(F)ccc1F)N1CCC(N2CCC(C(=O)N3CCCC3)CC2)CC1
·,?,CCCCC(=O)Nc1cccc(NC(=O)c2cccc([N+](=O)[O-])c2)c1
·,?,Cc1cc(C)c(NC(=O)/C(=C/c2ccccc2)c2ccccc2)c(C)c1
·,?,COc1ccc(C)cc1NC(=O)CSc1ccc(-c2sc(C)nc2C)nn1
2,14%,O=C(/C=C\c1ccccc1)Nc1ccc(NC(=O)c2ccco2)cc1
·,i,CS(=O)(=O)N(CC(=O)NC1CCCCC1)Cc1ccc(Cl)cc1
·,?,Cc1ccc(CNc2c(C=O)c(=O)[nH]c3ccccc23)cc1
5,i,O=C(Cc1ccc(Br)cc1)NC1CCN(Cc2ccccc2)CC1
·,i,O=C(O)c1ccc(C(=O)O)c(C(=O)c2ccccc2)c1
2,8%,CC(NC(=O)Cc1cccs1)C(c1cccs1)N1CCOCC1 (configuration not stated)
·,?,CCN1c2ccccc2-c2nc3ccccc3n2C1c1cccs1 (configuration not stated)
22,-3%,Nc1cccc(Oc2ccc([N+](=O)[O-])cc2)c1
·,2%,CC(c1nc2ccccc2c(=O)[nH]1)N1CCOCC1 (configuration not stated)
7,10%,COc1ccccc1NC(=O)CN1CCSc2ccccc21
·,?,COc1ccc(NC(=O)CSc2nncn2C)cc1
-1,-2%,COc1ccccc1Oc1cc(F)nc(N)n1

The listing continues:
Lipid storage S3 cell count max,Lipid storage S3,SMILES
·,?,CC(=O)NCCn1c(SCc2ccc(C)cc2C)nc2ccccc2c1=O
·,?,CC(C)c1ccc(OCc2ccc(C(=O)NN3CCN(C)CC3)o2)cc1
6,-4%,Cc1cccc(Nc2nnc(SCC(=O)N(C)C3CCS(=O)(=O)C3)s2)c1C (configuration not stated)
·,?,O=C(COC(=O)c1cnccn1)NCCc1ccc(Cl)cc1
·,?,CC(C)(C)OC(=O)N[C@@H](COCc1ccccc1)C(=O)N[C@@H](CO)[C@H](O)[C@@H]1C[C@@H]1C(=O)N1CCCC1
·,?,CC(C)CN(C(=O)COC(=O)C1=COCCO1)c1c(N)n(Cc2ccccc2)c(=O)[nH]c1=O
·,?,O=C(Cn1nnc(-c2ccccc2)n1)N1CCN(S(=O)(=O)c2ccc(Cl)cc2)CC1
11,-1%,COc1cc(/C=C(/C#N)c2nc(-c3cc4ccccc4oc3=O)cs2)cc([N+](=O)[O-])c1O
-1,i,Cc1ccc(S(=O)(=O)c2cc3c(=O)n4ccccc4nc3n(C3CCCC3)c2=N)cc1

Arranged by molar mass (low to high): some entries from above
Lipid storage S3 cell count max,Lipid storage S3,SMILES
7,10%,COc1ccccc1NC(=O)CN1CCSc2ccccc21
6,12%,O=CN1CCN(C(=S)Nc2ccc(OC(F)F)cc2)CC1
·,?,O=C(CCSc1nnc(-c2ccccc2)o1)N1CCOCC1

Assay outcomes deposited in PubChem BioAssay by National Center for Advancing Translational Sciences (NCATS).
